AMA1-RON2 inh = qHTS for Inhibitors of AMA1-RON; Towards Development of Antimalarial Drug Lead: Primary Screen; Plasmodium falciparum AMA1 (3D7) - RON2 peptide interaction; AlphaScreen AMA1-biotinylated RON2 peptide binding; Potency, µM (highest dose often 58.2 µM), inactives show at the top dose activity change, negative = inhibition, hits mostly inhibitors; 0.2% of 360,000 active; AID 720542, 2013;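 further: potency means the concentration at half of the fitted maximal effect; 0% = vehicle wells and -100% = peptide control; nearly all actives have a fitted effect of over 45% in size; some results filed as inactive show a strong effect at the top dose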
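AMA1 (3D7) with his tag at 25 nM final met compounds first, then biotinylated RON2 peptide at 25 nM; detection used donor plus acceptor beads, 10 µg/mL apiece, read by AlphaScreen after 30 min at room temperature.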
HCV inh = qHTS Assay for Inhibitors of Hepatitis C Virus (HCV) | Huh7.5.1 HCVcc-Cre infection, luciferase reporter, 44 h | Potency, µM (highest dose often 41.8 µM), without a hit: at the top dose activity change, negative = inhibition, hits mostly inhibitors | 3.4% of 340,000 active | AID 651820, 2012; further: potency means the concentration at half of the fitted maximal effect
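Compounds are dispensed onto cells plated 4 h earlier at 1,000 per well, with HCVcc-Cre virus (about 0.5 moi) added next. Following 44 h of culture, luminescent signal is measured for 15 sec after 15 min with substrate at room temperature.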
HCMV inh = qHTS Assay for inhibitors of the human cytomegalovirus (HCMV). activity change, negative = inhibition, % at 57.5 µM. HFF cells, HCMV-luciferase reporter, 72 h; stronger effect = lower value. 4.5% of 410,000 active; in the data active means activity change below about -60%; inconclusive means no clear call, values can overlap the other calls; inactive means above about -39%
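Inhibition of viral replication was scored as loss of reporter luminescence in HFFs infected with HCMV-luciferase (MOI 1 PFU/cell) for 72 h; compounds tested at 2 doses, normalized to buffer and Salinomycin controls.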
TbPYK inhibitor = qHTS of Trypanosoma Brucei Inhibitors; Potency, µM (series often up to 76.8 µM), for the others: at the top dose activity, negative = inhibition, usual class: inhibitors; 0.12% of 410,000 active; AID 624173, 2012; pyruvate kinase (Trypanosoma brucei), Q57TT1; TbPYK enzyme, Kinase-Glo Plus ATP luminescence, 45 min; further: potency means the concentration at half of the fitted maximal effect; nearly all actives have a fitted effect of over 50% in size
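Luminescence from Kinase-Glo Plus, added after a 45-minute room-temperature reaction, served as the end-point read-out. The enzyme and substrate were preincubated with compound before ADP (130 uM final) initiated turnover. Concentration-effect curves came from normalized qHTS data.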
AmpC inh no detg = qHTS Inhibitors of AmpC Beta-Lactamase (assay without detergent); P00811; AmpC nitrocefin hydrolysis, absorbance 480 nm, 0.0001% Triton; Potency, µM (highest dose often 57.1 µM), for inactives: top-dose activity change, negative = inhibition, usual class: inhibitors; 0.52% of 330,000 active; AID 485341, 2010;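 further: potency means the concentration at half of the fitted maximal effect; plate controls were no compound for no effect and no enzyme for full effect; nearly all actives have a fitted effect of over 20% in size; some results filed as inactive show a strong effect at the top dose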
Target sequence (P00811 whole entry, looked up): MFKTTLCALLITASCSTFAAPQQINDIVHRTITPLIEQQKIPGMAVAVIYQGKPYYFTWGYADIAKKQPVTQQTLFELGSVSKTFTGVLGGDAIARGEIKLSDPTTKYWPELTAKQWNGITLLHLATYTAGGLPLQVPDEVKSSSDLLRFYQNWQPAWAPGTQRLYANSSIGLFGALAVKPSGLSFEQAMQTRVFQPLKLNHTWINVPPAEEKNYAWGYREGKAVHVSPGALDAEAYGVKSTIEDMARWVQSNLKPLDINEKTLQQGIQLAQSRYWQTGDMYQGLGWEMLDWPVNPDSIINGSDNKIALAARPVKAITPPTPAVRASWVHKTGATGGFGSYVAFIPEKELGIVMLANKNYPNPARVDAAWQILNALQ
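AmpC (5.3 nM in the dispensed reagent) in 20 mM phosphate pH 7.0 with 0.01% (detergent screen) or 0.0001% Triton X-100 was preincubated with compounds for 15 min at room temperature. Nitrocefin was then added from an 800 uM solution, and hydrolysis was followed at 480 nm.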
AmpC inh detg = qHTS Inhibitors of AmpC Beta-Lactamase (assay with detergent); Potency, µM (highest dose often 114 µM), for the others: top-dose activity change, negative = inhibition, most hits filed as inhibitors; P00811; AmpC hydrolysis of nitrocefin, absorbance 480 nm, 0.01% Triton; 0.041% of 370,000 active;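 further: potency means the concentration at half of the fitted maximal effect; 0% = no-compound wells and -100% = no-enzyme wells; nearly all actives have a fitted effect of over 25% in size; some results filed as inactive show a strong effect at the top dose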
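20 mM phosphate pH 7.0 + 0.01% (detergent screen) or 0.0001% Triton X-100; 5.3 nM AmpC reagent; cpd preinc 15 min RT; nitrocefin (800 uM stock) to start; A480 q20 s × 4 min; Activity was normalised to no-enzyme and no-compound control wells.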
LmPK inhibitor = qHTS Assay for Inhibitors of Leishmania Mexicana Pyruvate Kinase (LmPK) | purified LmPK, Kinase-Glo ATP luminescence, 1 h | 0.37% of 290,000 active | AID 1721, 2009 | Potency, µM (doses to about 57.5 µM), for the others: at the highest dose activity change, negative = inhibition, actives largely listed as inhibitors | Q27686; further: potency means the concentration at half of the fitted maximal effect
Target sequence (Q27686 whole entry, looked up): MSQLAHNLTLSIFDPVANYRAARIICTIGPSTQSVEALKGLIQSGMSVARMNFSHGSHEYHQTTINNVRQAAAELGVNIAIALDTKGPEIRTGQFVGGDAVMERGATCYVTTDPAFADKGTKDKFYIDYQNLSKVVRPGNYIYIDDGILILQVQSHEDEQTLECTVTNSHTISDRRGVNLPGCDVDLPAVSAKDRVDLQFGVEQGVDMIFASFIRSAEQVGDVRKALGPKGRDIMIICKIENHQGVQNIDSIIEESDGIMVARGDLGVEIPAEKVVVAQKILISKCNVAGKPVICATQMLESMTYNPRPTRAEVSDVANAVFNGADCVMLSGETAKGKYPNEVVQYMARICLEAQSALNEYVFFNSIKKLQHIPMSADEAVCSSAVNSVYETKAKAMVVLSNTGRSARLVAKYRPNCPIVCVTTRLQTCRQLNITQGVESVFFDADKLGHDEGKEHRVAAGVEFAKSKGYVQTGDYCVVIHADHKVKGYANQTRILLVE
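Screened at intermediate enzyme activity to detect both inhibitors and activators: LmPK at 0.1 nM, with a 0.5 nM enzyme column as activation reference. PEP 0.5 mM, ADP 0.1 mM; ATP detected by luminescence after 1 h.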
An asterisk follows results filed as active; ? = inconclusive; nt = no result given; & = joins results of further samples; [ ] = dose if it differs, or a comment. Unless noted, the call rests on the fitted dose curve; in most records, active means well fitted curve in the direction sought with a large enough effect; inconclusive means small, poorly fitted or top-dose-only effect, or another doubt; inactive means no such curve, though single readings can be large; an effect the other way counts as inactive or inconclusive. Unless noted, on the % scale 0 is the no-effect control and ±100 the full control effect.

SMILES	AMA1-RON2 inh	HCV inh	HCMV inh	TbPYK inhibitor	AmpC inh no detg	AmpC inh detg	LmPK inhibitor
Cc1ccccc1NC(=O)c1cn(-c2ccccc2)nc1-c1ccccc1	-2%	?	?	6%&-4%	-43%	24%&-9%	0%
COc1ccc(OC)c(NC(=O)Nc2ccccc2C)c1	-7%	?	-22	-11%	-14%	0%	0%
Cn1c(Cc2ccccc2)nnc1SCC(=O)c1ccc(Br)s1	-15%	?	1	-1%	-14%	-11%	-5%
CCOC(=O)C1CCN(C(=O)c2sc3nc(-c4ccc(F)cc4)cn3c2C)CC1	-3%	10%	-7	-3%	103%[activator]	?	2%
O=C(CSc1nnc(Cc2cc(=O)[nH]c(=O)[nH]2)n1-c1ccc(Cl)cc1)N1CCc2ccccc21	nt	nt	nt	nt	-31%	-5%	2%
COc1cccc(NC(=S)/C(=C(\[O-])c2cc(C)n(-c3ccccc3F)c2C)[n+]2ccc(N(C)C)cc2)c1	-1%	?	-95*	0%	36%	2%	9%
O=C1NC(=O)C2(COC(c3ccncc3)OC2)S1 (stereo unspecified)	2%	6%	-23	2%	-12%	-6%	-1%
CC(=O)Nc1ccc(C(=O)COC(=O)Cc2ccsc2)c(F)c1	0%	1%	-18	6%	-18%	nt	nt
COc1ccccc1N1CCN(C(=O)c2cc(-c3ccccc3)nc3c2cnn3C(C)C)CC1	-9%	nt	37	2%	nt	nt	nt
CCOC(=O)C1CCCN(C(=O)c2ccc(OCC)cc2)C1 (stereo unspecified)	-7%	6%	6	1%	-18%	?	0%
CCNc1nc(NCc2ccc(F)cc2)c2cnn(C)c2n1	nt	nt	?	0%	nt	-2%	nt
COC(=O)c1cc2sc(C)cc2n1Cc1nc(-c2cccc(Br)c2)oc1C	nt	nt	11	-5%	nt	12%	nt
CCN1C(=O)c2ccccc2Sc2ccc(NC(=O)N3CCN(c4cc(C)ccc4C)CC3)cc21	nt	nt	-61*	0%	nt	-1%	nt
COc1cc(CC(=O)OCC(=O)NC2CCCC2)cc(OC)c1OC	-7%	3%	-25	0%	8%	?	nt
O=C(c1ccccc1F)N1CCC(c2nc3c(nnn3Cc3cccc(F)c3)c(=O)[nH]2)CC1	nt	nt	68	-1%	nt	16%	nt
CCOCCc1nnc(NC(=O)c2ccc(OC)c(OC)c2)s1	14%	?	94	-9%	-5%	-15%	0%
O=C(Cn1nnc(-c2ccncc2)n1)N1CCc2ccccc21	-4%	18%	25	2%	-14%	-17%	0%
CN(CC(=O)Nc1ccccc1F)CC(=O)Nc1ccc(F)c(F)c1F	54%[activator]	7%	44	3%	-5%	-1%	2%
NC(=O)NC(CC(=O)NNC(=O)c1ccccn1)c1ccc(Cl)cc1 (stereo unspecified)	75%[activator]	1%	1	-2%	-17%	-11%	nt
COc1ccc(CCNC(=O)c2ccccc2NS(=O)(=O)c2c(F)cccc2F)cc1	1%	-1%	-14	-8%	?	-2%	-2%
Cc1ccc(CNC(=O)CN(C)S(=O)(=O)c2cccc3cccnc23)cc1	5%	-8%	-19	-5%	1%	6%	2%
C=CCN(c1ccc(C(=O)Nc2ccc(C)c(C)c2)cc1)S(C)(=O)=O	-2%	?	-69*	-9%	-3%	-2%	0%
N#CC(C#N)=C1C=CC=CN1/C(=C\c1ccccc1)C(=O)c1cccs1	7%	-25%	-19	-25%	5%	-14%	-14%
Cc1cc(C)cc(N(CCC#N)C(=O)COC(=O)CN2C(=O)NC(C)(C)C2=O)c1	17%	-7%	-2	7%	-11%	-14%	nt
CC(NC(=O)c1ccccc1F)c1nnc(SCC(=O)NC2CCCC2)n1C (stereo unspecified)	-1%	8%	-64*	1%	-6%	-9%	0%

Going on with the list.
SMILES	AMA1-RON2 inh	HCV inh	HCMV inh	TbPYK inhibitor	AmpC inh no detg	AmpC inh detg	LmPK inhibitor
NS(=O)(=O)c1ccc(N2N=C(c3ccccc3)CC2c2cccc(Br)c2)cc1 (stereo unspecified)	49%[activator]	?	-22	2%	-25%	nt	nt
O=c1[nH]c2ccccc2n2c(C(F)(F)F)nnc12	47%[activator]	4%	2	-5%	-4%	-6%	2%
COc1cccc(OCCc2c(C)n[nH]c2C)c1	8%	?	7	4%	0%	-5%	6%
FC(F)(F)c1ccccc1-n1c(-c2ccco2)n[nH]c1=S	28%	18%	?	?	185%	-14%	-8%
COc1ccc(/C=C2\SC(=S)N(CC(=O)NC3C=CS(=O)(=O)C3)C2=O)cc1 (stereo unspecified)	6%	0%	-40	-11%	-4%	-12%	-3%
CC(=O)N1CCN(c2ccc(NC(=O)c3ccc([N+](=O)[O-])cc3Cl)cc2)CC1	-9%	11%	-16	-3%	-11%	-12%	9%
C=CCSc1nnc(-c2cc3c(s2)-c2ccccc2CC3)o1	210%[activator]	-32%	79	-7%	?	0%	3%
Cc1cc(C)c(-c2c(O)c3ccccc3n(C)c2=O)c(C)c1	3%	11µM*	-24	-1%	nt	nt	nt
O=[N+]([O-])c1ccc(-n2nncc2-c2ccc(Cl)cc2)cc1	-11%	?	-5	-2%	-19%	0%	-1%
COc1ccc(-c2ccc(CCC(=O)O)n2CC(C)C)cc1	-7%	10%	-32	-9%	-33%	-5%	6%
O=C(CCS(=O)(=O)c1ccccc1)Nc1cccc2c1C(=O)NC2=O	-9%	?	0	-4%	-6%	3%	-2%
O=C(COC(=O)Cc1ccc(-c2ccccc2)cc1)NCc1ccccc1	-9%	1%	-10	-13%	-50%	-1%	4%
COCCNC(=O)C1(C)CCN(C(=O)c2cc(-c3ccccc3)cs2)C1 (stereo unspecified)	1%	nt	10	-10%	nt	nt	nt
Cc1ccc(Nc2oc(C)nc2C#N)cc1	-2%	-1%	40	-6%	-25%	-7%	0%
O=C(c1ccc2nc(Cc3cccc(Cl)c3)oc2c1)N1CCC[C@H]1CO	11%	17%	13	4%	77%[activator]	0%	0%
Cc1ccc(NC(=O)CSc2nncn2-c2ccccn2)cc1Cl	3%	3%	12	-4%	-12%	-14%	2%
COc1ccc(C(=O)NNc2ncnc3c2cnn3-c2ccc(C)cc2C)cc1	nt	nt	10	-1%	nt	-10%	nt
CN(c1ccccc1)c1cc(=O)[nH]c(=O)[nH]1	-9%	37%[activator]	-3	3%	-15%	-11%	0%
CCOC(=O)CC1C(=O)NCCN1Cc1ccc(OC)c(OC)c1 (stereo unspecified)	1%	17%	-4	-4%	-6%	7%	0%
CC(=O)c1ccc(NC(=O)CCCSc2nc(-c3ccco3)cc(C(F)(F)F)n2)cc1	nt	nt	-6	-2%	nt	3%	nt
O=S1(=O)CC(N2CC=CC2)CN1Cc1ccccc1 (stereo unspecified)	3%	nt	-9	2%	nt	nt	nt
CCc1ccc2oc(-c3ccc(NC(=O)c4cc(OC)c(OC)c(OC)c4)cc3)nc2c1	nt	nt	-5	-2%	nt	7%	nt
COc1ccccc1CNC(=O)c1ccccc1N(C)S(C)(=O)=O	-7%	10%	80	-1%	0%	-3%	2%
Cc1ccc(S(=O)(=O)Cc2ccc(C(=O)N3CCCCC3C)cc2)cc1 (stereo unspecified)	-16%	10%	-30	-9%	46%	7%	-9%
Cc1cc2c(cc1C)NC(c1cccnc1)C1=C(CC(C)(C)CC1=O)N2 (stereo unspecified)	3%	?	-4	-9%	-11%	1%	1%
Cc1ccc(CNS(=O)(=O)c2c(C)[nH]c(C)c2C(=O)N2CCCC2)cc1	17%	16%	-3	40%[activator]	3%	-8%	1%
Fc1ccc(N2CCN(C(=S)NCC3CCCO3)CC2)cc1 (stereo unspecified)	-17%	11%	?	0%	8%	-5%	0%
Cc1ccc2oc(C(=O)N3CCC(C(N)=O)(N4CCCCC4)CC3)c(C)c2c1	-8%	12%	-21	0%	15%	0%	8%

High-throughput results: PubChem BioAssay, National Center for Advancing Translational Sciences (NCATS)
